KOR beta-arrestin-1 – KOR antagonists, beta-arrestin recruitment, cell-based, luminescence, uHTS (AID 1778). KOR beta-arrestin recruitment, luminescence, antagonist mode; higher % means a stronger effect. inhibition, % at 10 µM, or IC50 in µM where a hit was titrated. actives 0.091% (n = 290,000); in the data active = inhibition above about 50%; also: strong numbers were not always called active
NTR1 agonist – NTR1-driven beta-arrestin-GFP spot formation – imaging, U2OS cells, high content, primary screen (AID 493036); actives 0.17% (n = 330,000); activation, % at 20 µM; agonist mode;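 active = activation at or above 40% of the spot to cytoplasm intensity ratio, with at least 20 cells analyzed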;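 also: 0% = DMSO without peptide and 100% = 100 nM NTR1 peptide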
Target sequence (P30989 whole entry, looked up): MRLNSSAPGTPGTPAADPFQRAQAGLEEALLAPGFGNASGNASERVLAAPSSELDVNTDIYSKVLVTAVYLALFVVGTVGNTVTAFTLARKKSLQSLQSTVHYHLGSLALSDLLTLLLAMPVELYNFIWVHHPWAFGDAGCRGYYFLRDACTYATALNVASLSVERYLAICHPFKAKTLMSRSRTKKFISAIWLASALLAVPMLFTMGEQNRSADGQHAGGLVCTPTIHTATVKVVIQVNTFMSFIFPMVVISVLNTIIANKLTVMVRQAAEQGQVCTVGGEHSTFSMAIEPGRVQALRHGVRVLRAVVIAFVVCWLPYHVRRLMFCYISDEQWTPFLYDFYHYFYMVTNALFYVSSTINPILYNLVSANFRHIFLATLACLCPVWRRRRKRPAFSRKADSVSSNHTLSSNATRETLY
West Nile virus CPE – West Nile virus antiviral activity, cell-based, CPE readout (AID 1621); CPE inhibition, % at 10 µM; hits with a dose series show IC50 in µM; West Nile virus-infected cells, CPE inhibition; higher % means a stronger effect; actives 0.02% (n = 290,000); in the data active = a potency from the dose series; also: strong numbers were not always called active
KOR beta-arrestin-2 – kappa opioid receptor activators – cell-based, luminescence, uHTS, primary screen (AID 1777); KOR beta-arrestin recruitment, luminescence; higher % means a stronger effect; activation, % at 10 µM; hits with a dose series show EC50 in µM; actives 0.02% (n = 280,000); in the data active = activation above about 50%, passing the limit was not always enough; also: a part of the inactive calls stands beside numbers as strong as those of hits
GPR35 antagonists – inhibition of zaprinast-stimulated GPR35 beta-arrestin translocation – imaging, U2OS, beta-arrestin-GFP, zaprinast agonist, primary screen (AID 2058) | U2OS GPR35 beta-arrestin-GFP translocation imaging, zaprinast antagonism; higher % means a stronger effect | one-dose inhibition, % at 10 µM; IC50 in µM for titrated hits | actives 0.052% (n = 290,000);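 active = inhibition of at least 50% with at least 30 cells and total cytoplasm GFP at most 10,000,000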
T cell HTS – T cell immune modulators affecting CD8 T cell-vesicle binding; calls only at 7 µM; AID 2052; actives 0.068% (n = 330,000); 2C CD8+ T cell-vesicle binding, flow cytometry; hits give low values;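 active = response, share of CD8 T cells binding vesicles, and their 90th percentile fluorescence all below set limits, cut at about 80% in these data, passing the limit was not always enough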
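Test system: purified 2C TCR transgenic mouse naive CD8+ T cells. Probe or stimulus: QL9-peptide-loaded Drosophila micro-vesicles bearing Ld, ICAM-1 and B7-1. Incubation: binding step 1.5 h, 37 °C, antibody labelling 20 min, ice. Measured by: flow cytometry of vesicle-bound cells.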
GPR55 antagonists – inhibition of LPI-stimulated GPR55 beta-arrestin translocation – imaging, U2OS, beta-arrestin-GFP, LPI agonist, primary screen (AID 2013) | U2OS GPR55 beta-arrestin-GFP translocation imaging, LPI antagonism; higher % means a stronger effect | actives 0.13% (n = 290,000) | inhibition, % at 10 µM, or IC50 in µM where a hit was titrated;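 active = spots per cell inhibited over 60%, with over 100 cells counted and total cytoplasm intensity under 500,000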;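 also: U2OS cells stably carrying GPR55 and arrestin-GFP stimulated by 5 µM LPI near EC80; imaged beta-arrestin-GFP aggregate spots per cell after agonist stimulation; plate controls were LPI-stimulated DMSO wells for no effect and DMSO wells without LPI for full effect; some results filed as inactive read as strong as hits; confirmed hits need IC50 under 10 µM and bright autofluorescent wells are also inconclusive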
GPR55 beta-arrestin – GPR55 agonists via beta-arrestin recruitment, primary screen, imaging, U2OS cells, beta-arrestin-GFP redistribution (AID 1961); activation, % at 10 µM; hits with a dose series show EC50 in µM; actives 0.048% (n = 290,000); U2OS GPR55 beta-arrestin-GFP redistribution imaging; higher % means a stronger effect;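 active = activation above 40% with more than 50 cells counted in the well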;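 also: U2OS osteosarcoma cells stably expressing GPR55 and beta-arrestin-GFP; plate controls were DMSO negative control for no effect and LPI positive control for full effect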
PhoP inhibition – inhibitors of PhoP regulon expression, primary screen, Salmonella Typhimurium, GFP reporter (AID 1863) | S. Typhimurium PhoP-regulated promoter GFP reporter, 4 h; higher % means a stronger effect | inhibition, % at 50 µM, or IC50 in µM where a hit was titrated | actives 0.16% (n = 300,000);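 active = inhibition over 29.93%, a cutoff 3 SD above the screen mean, later confirmed by dose response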;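 also: 0% = low Mg2+ inducing control and 100% = high Mg2+ repressing control; strong numbers were not always called active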
T cell HTS vesicle-bound % – second read-out of T cell HTS, no call of its own (marks repeat the call); double positive events, %; measured here: CD8+ vesicle-bound cell fraction;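 binding gate set so that unloaded-vesicle control wells show 10% double positive cells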
NTR1 agonist cell count 20 µM – second read-out of NTR1 agonist, no call of its own (marks repeat the call); cell count; measured here: cell count, cytotoxicity flag
* = called active by the depositor; i = inactive; . = no result given.

Below each SMILES: KOR beta-arrestin-1 | NTR1 agonist | NTR1 agonist cell count 20 µM | West Nile virus CPE | KOR beta-arrestin-2 | GPR35 antagonists | T cell HTS | T cell HTS vesicle-bound % | GPR55 antagonists | GPR55 beta-arrestin | PhoP inhibition
COC(=O)c1ccc(C(=O)OC)c(NC(=O)CCS(=O)(=O)Cc2ccccc2)c1
→ -21% | 1.3 | 52 | 0.5% | 5.0% | -10% | i | 68 | 8% | 0.6% | -5%
Cc1ccc(NC(=O)CCSc2nc(C)cc(C)n2)cc1
→ -27% | -1.1 | 53 | 0.1% | -3.6% | 16% | i | 60 | 9% | 0.2% | 6%
COc1ccccc1Cn1c(CCCO)nc2ccccc21
→ 13% | -0.1 | 43 | -0.3% | 3.0% | -6% | i | 38 | -3% | -0.2% | -7%
CCOc1ccc(N(Cc2nnc3n2CCCCC3)C(=O)Nc2cccc(C)c2)cc1
→ -5% | 0.2 | 65 | 0.3% | -2.0% | 6% | i | 32 | 6% | -0.6% | -7%
CC(C)c1nc(=S)c2ccccc2[nH]1
→ 27% | 5.2 | 81 | -0.3% | 3.9% | 5% | i | 35 | -7% | -0.1% | 0%
C=CCNC(=O)c1c(CSc2ccccc2)noc1C(=O)NCc1ccccc1
→ 7% | 2.0 | 85 | -0.7% | -0.3% | -15% | i | 42 | -3% | -0.2% | -4%
Clc1c2c(nc3ccccc13)CCC2
→ 11% | -1.1 | 44 | 0.3% | -4.0% | 12% | i | 16 | 5% | -0.1% | 4%
CCNc1nc(NCC)n2c(SCC(=O)Nc3ccc(C(F)(F)F)cc3[N+](=O)[O-])nnc2n1
→ -26% | 0.6 | 62 | 0.5% | 17% | -10% | i | 28 | 8% | 1.1% | -11%
Cc1c(C(C)(C(=O)O)c2c(C)n(C)c3ccccc23)c2ccccc2n1C
→ 9% | -2.3 | 86 | 0.3% | 3.0% | 5% | i | 50 | 13% | 0.9% | 0%
C=CCNC(=O)COCc1cc(-c2ccc3c(c2)OCO3)on1
→ -19% | 1.1 | 97 | -0.9% | -3.2% | 14% | i | 59 | -6% | 0.3% | 6%

Given as labelled records: 4 of the compounds above.
Clc1c2c(nc3ccccc13)CCC2
  KOR beta-arrestin-1: 11%	NTR1 agonist: -1.1	NTR1 agonist cell count 20 µM: 44	West Nile virus CPE: 0.3%	KOR beta-arrestin-2: -4.0%	GPR35 antagonists: 12%	T cell HTS: i	T cell HTS vesicle-bound %: 16	GPR55 antagonists: 5%	GPR55 beta-arrestin: -0.1%	PhoP inhibition: 4%

CCNc1nc(NCC)n2c(SCC(=O)Nc3ccc(C(F)(F)F)cc3[N+](=O)[O-])nnc2n1
  KOR beta-arrestin-1: -26%	NTR1 agonist: 0.6	NTR1 agonist cell count 20 µM: 62	West Nile virus CPE: 0.5%	KOR beta-arrestin-2: 17%	GPR35 antagonists: -10%	T cell HTS: i	T cell HTS vesicle-bound %: 28	GPR55 antagonists: 8%	GPR55 beta-arrestin: 1.1%	PhoP inhibition: -11%

Cc1c(C(C)(C(=O)O)c2c(C)n(C)c3ccccc23)c2ccccc2n1C
  KOR beta-arrestin-1: 9%	NTR1 agonist: -2.3	NTR1 agonist cell count 20 µM: 86	West Nile virus CPE: 0.3%	KOR beta-arrestin-2: 3.0%	GPR35 antagonists: 5%	T cell HTS: i	T cell HTS vesicle-bound %: 50	GPR55 antagonists: 13%	GPR55 beta-arrestin: 0.9%	PhoP inhibition: 0%

C=CCNC(=O)COCc1cc(-c2ccc3c(c2)OCO3)on1
  KOR beta-arrestin-1: -19%	NTR1 agonist: 1.1	NTR1 agonist cell count 20 µM: 97	West Nile virus CPE: -0.9%	KOR beta-arrestin-2: -3.2%	GPR35 antagonists: 14%	T cell HTS: i	T cell HTS vesicle-bound %: 59	GPR55 antagonists: -6%	GPR55 beta-arrestin: 0.3%	PhoP inhibition: 6%

Next records:
Below each SMILES: KOR beta-arrestin-1 | NTR1 agonist | NTR1 agonist cell count 20 µM | West Nile virus CPE | KOR beta-arrestin-2 | GPR35 antagonists | T cell HTS | T cell HTS vesicle-bound % | GPR55 antagonists | GPR55 beta-arrestin | PhoP inhibition
Cc1ccc(N/N=C(\C#N)C(=N)N2CCOCC2)cc1
→ 2% | -1.9 | 97 | 0.3% | 0.0% | 12% | i | 61 | 86%* | 0.3% | -12%
CCSC(SCC)[C@H](O)[C@@H](O)[C@H](O)[C@H](O)CO
→ 1% | 0.9 | 50 | 0.1% | 2.4% | -8% | i | 47 | 2% | -0.1% | 1%
COc1ccccc1CNC(=O)C(CCSC)NS(=O)(=O)c1ccc2c(c1)oc(=O)n2C (centres undefined)
→ -8% | -0.8 | 59 | -0.2% | 1.5% | -2% | i | 59 | -1% | -0.1% | -16%
CC(=O)c1nc2ccccc2n1Cc1ccccc1
→ -24% | 0.4 | 71 | -0.7% | -2.0% | 2% | i | 15 | 10% | -0.1% | -1%
Cn1nccc1C(=O)NC1CC(C)(C)Cc2c1cnn2-c1ccc(F)cc1 (centres undefined)
→ 13% | 2.7 | 52 | -1.1% | 1.2% | 2% | i | 73 | -1% | 0.6% | 0%
COC(=O)c1ccc(NC(=O)COC(=O)c2nc3nccc(C)n3n2)cc1
→ -2% | 1.7 | 52 | 0.5% | -1.9% | 4% | i | 39 | 10% | -0.4% | -6%
Cc1c(C(=O)Nc2ccncc2)sc2nc(-c3ccccc3)cn12
→ -4% | -1.6 | 55 | 0.7% | -3.7% | -14% | i | 40 | -5% | -0.1% | -8%
O=C(c1c(F)cccc1F)N(Cc1ccccn1)C1CC1
→ 18% | -0.5 | 47 | 0.4% | -5.3% | -9% | i | 34 | 5% | 0.0% | 5%
COc1ccc2nc(SCC(=O)NC3CCCC3)c(C)cc2c1
→ -29% | 1.1 | 37 | 0.4% | 0.7% | 14% | i | 20 | -16% | -0.1% | 7%
O=C(Cc1cccs1)Nc1nnc(C2CC2)s1
→ -17% | 3.9 | 68 | -0.1% | -1.8% | 0% | i | 53 | 2% | -0.1% | 0%

Copied from the listing, two compounds:
Below each SMILES: KOR beta-arrestin-1 | NTR1 agonist | NTR1 agonist cell count 20 µM | West Nile virus CPE | KOR beta-arrestin-2 | GPR35 antagonists | T cell HTS | T cell HTS vesicle-bound % | GPR55 antagonists | GPR55 beta-arrestin | PhoP inhibition
Cc1ccc(N/N=C(\C#N)C(=N)N2CCOCC2)cc1
→ 2% | -1.9 | 97 | 0.3% | 0.0% | 12% | i | 61 | 86%* | 0.3% | -12%
CCSC(SCC)[C@H](O)[C@@H](O)[C@H](O)[C@H](O)CO
→ 1% | 0.9 | 50 | 0.1% | 2.4% | -8% | i | 47 | 2% | -0.1% | 1%

(cont.)
Below each SMILES: KOR beta-arrestin-1 | NTR1 agonist | NTR1 agonist cell count 20 µM | West Nile virus CPE | KOR beta-arrestin-2 | GPR35 antagonists | T cell HTS | T cell HTS vesicle-bound % | GPR55 antagonists | GPR55 beta-arrestin | PhoP inhibition
Cc1cc(C(=O)NNC(=O)c2cccc(S(=O)(=O)N3CCOCC3)c2)c2ccccc2n1
→ 14% | -1.2 | 77 | 0.0% | -3.7% | 13% | i | 22 | 8% | 0.1% | -3%
CCc1c(C(=O)N/N=C/c2sccc2C)nnn1-c1nonc1N
→ -24% | 4.9 | 48 | -0.2% | 0.7% | 8% | i | 13 | 0% | -0.2% | 7%
S=C(Nc1ccccc1Cl)N1CCC(c2ccccc2)C1 (centres undefined)
→ -6% | -1.0 | 66 | -0.9% | 0.0% | -10% | i | 26 | 3% | -0.3% | -6%
Cc1ccc(O)c(-c2[nH]ncc2C(=O)c2ccc(Br)cc2)c1
→ -5% | 0.9 | 66 | -0.8% | -1.5% | -1% | i | 46 | -2% | 0.0% | -9%
Cc1nc2sc(C(c3cccc(F)c3)N3CCN(C(=O)c4ccco4)CC3)c(O)n2n1 (centres undefined)
→ -10% | 0.3 | 57 | -0.3% | 1.0% | 0% | i | 45 | -2% | -0.5% | -3%
CCO[C@H]1OC(C(=O)NC2CC2)=C[C@@H](c2ccc(Br)cc2)[C@@H]1CCCO
→ 5% | 4.6 | 94 | 0.0% | -2.7% | -9% | i | 27 | 15% | 0.1% | -1%
CCn1cc(C(C)NC(=O)Nc2ccccc2C(=O)OC)c(C)n1 (centres undefined)
→ 3% | 0.1 | 45 | -0.4% | -3.3% | 2% | i | 36 | 8% | 0.2% | -3%
C[C@@]12CCC=C[C@H]1[C@H](c1ccc(/C=C/c3ccccc3)cc1F)N(Cc1ccccc1)C2=O
→ . | -1.8 | 99 | -0.3% | 4.8% | -10% | i | 40 | 5% | -0.1% | 3%
COc1ccc(-c2ccc(SCC(=O)Nc3cc(C)on3)nn2)cc1OC
→ 14% | 0.6 | 64 | 0.1% | 3.0% | -5% | i | 24 | 6% | 0.3% | -1%
COc1ccc(C2c3c(oc4ccccc4c3=O)C(=O)N2c2ccc(C)cn2)cc1OC (centres undefined)
→ -3% | 1.3 | 72 | 0.6% | -2.2% | 11% | i | 66 | 7% | -0.1% | 4%
Cc1cc(C)c(C#N)c(SCc2ccc3c(c2)OCO3)n1
→ 17% | 5.2 | 39 | -0.4% | -3.1% | 0% | i | 5 | 0% | -0.1% | 9%
CC(=O)c1ccc(OCc2cc(C(=O)N(C)Cc3ccccn3)no2)cc1
→ 2% | -0.8 | 55 | -0.9% | 0.5% | -2% | i | 64 | 16% | -0.1% | 8%
CCCCCNC(=O)C1CC=CCC1C(=O)O (centres undefined)
→ -25% | -1.0 | 60 | 0.2% | -6.3% | 0% | i | 21 | -1% | -0.2% | -5%
O=C(Cn1c(=S)nc2ccccn21)N1CCc2ccccc2C1
→ -8% | 3.4 | 48 | -0.6% | -1.6% | 8% | i | 45 | -6% | -0.1% | 7%
Cc1c(C(=O)N(Cc2ccc(Cl)cc2)C2CCS(=O)(=O)C2)oc2ccccc12 (centres undefined)
→ -22% | 12 | 62 | -1.0% | -1.0% | -3% | i | 22 | -6% | 0.8% | -2%
CCC1S/C(=N/N=C/c2ccco2)N(Cc2ccc(F)cc2)C1=O (centres undefined)
→ 16% | 0.0 | 57 | -0.2% | 0.0% | 1% | i | 34 | -1% | -0.1% | -1%
O=C(Cn1ncc2c([nH]c3ccccc32)c1=O)N1CCOCC1
→ -13% | 3.0 | 49 | 0.8% | 4.7% | -22% | i | 55 | 23% | 0.1% | -1%
COc1cccc(CN2CCN(c3cccc(C(F)(F)F)c3)CC2)c1OC
→ 35% | 1.6 | 83 | 1.3% | 4.5% | 2% | i | 9 | 3% | -0.1% | 5%
CC1=C(C(=O)OCc2ccccc2)C(c2ccc(Cl)cc2)NC(=O)N1CCCCCC(=O)O (centres undefined)
→ 19% | 2.9 | 81 | -0.8% | -0.9% | -4% | . | . | 0% | -0.1% | 5%
